Mac1 fbg enh: enhancers of CD11b/CD18 adhesion to fibrinogen, primary screen, K562 cells, luminescence; Integrin beta-2 (Homo sapiens) + Integrin alpha-M (Homo sapiens), P05107+P11215; ATPlite luminescence; activation, % at 10 µM; actives 0.07% (n = 93,000); AID 1499, 2009;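 active means 10 µM primary screen giving 50% or more activity, confirmed by 40% or more on retest at that dose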; further: strong numbers were not always called active; reference of the scale not given here
Target sequence (P05107 whole entry, looked up, other chains not shown): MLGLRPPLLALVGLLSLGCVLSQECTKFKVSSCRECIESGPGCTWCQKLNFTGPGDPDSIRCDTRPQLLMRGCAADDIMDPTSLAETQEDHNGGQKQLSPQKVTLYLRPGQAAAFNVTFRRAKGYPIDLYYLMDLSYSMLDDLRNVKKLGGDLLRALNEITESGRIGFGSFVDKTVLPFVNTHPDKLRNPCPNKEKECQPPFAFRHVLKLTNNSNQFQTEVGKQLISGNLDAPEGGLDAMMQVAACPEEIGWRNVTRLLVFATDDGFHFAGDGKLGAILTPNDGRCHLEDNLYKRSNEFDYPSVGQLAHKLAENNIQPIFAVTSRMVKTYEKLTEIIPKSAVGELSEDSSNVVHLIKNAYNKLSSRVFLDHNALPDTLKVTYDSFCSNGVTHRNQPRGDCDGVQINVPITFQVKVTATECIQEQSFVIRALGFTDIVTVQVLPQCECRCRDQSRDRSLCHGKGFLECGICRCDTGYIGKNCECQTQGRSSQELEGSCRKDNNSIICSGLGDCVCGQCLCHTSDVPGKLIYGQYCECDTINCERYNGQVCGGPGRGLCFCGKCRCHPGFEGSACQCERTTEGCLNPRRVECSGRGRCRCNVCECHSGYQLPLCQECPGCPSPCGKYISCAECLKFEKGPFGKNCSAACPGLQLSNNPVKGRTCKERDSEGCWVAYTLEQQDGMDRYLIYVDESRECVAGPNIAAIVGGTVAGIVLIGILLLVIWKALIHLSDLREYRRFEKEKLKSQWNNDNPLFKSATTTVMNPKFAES
* hit, by the source's call.

Structure,Mac1 fbg enh
Cc1cc(C)cc(OCc2ccc(C(=O)N3N=C(C(F)F)CC3(O)C(F)F)o2)c1 (configuration not stated),1
S=C1NCN(C2CCCCC2)CN1Cc1ccccc1,0
Cc1ccc(NC(=O)/C=C/c2ccc3c(c2)OCO3)nc1,0
COc1ccc([N+](=O)[O-])cc1NC(=S)NC(NC(=O)C(c1ccccc1)c1ccccc1)C(Cl)(Cl)Cl (configuration not stated),-1
O=C(Nc1nnc(C2COc3ccccc3O2)o1)c1ccc(F)cc1 (configuration not stated),3
CCOC(=O)c1c(C)[nH]c(C(=O)OCCOc2ccccc2C)c1C,-1
O=C(Nc1ccc(Cl)cc1C(=O)NCc1cccnc1)c1ccc(Cl)cc1Cl,-1
C=CCn1c(SCC(=O)NC2CCS(=O)(=O)C2)nnc1-c1cc2c(s1)CCC(CC)C2 (configuration not stated),0
O=C(COC(=O)C1CC2C=CC1C2)Nc1cccc(S(=O)(=O)N2CCCCC2)c1 (configuration not stated),-6
Cc1ccc(-c2nnc(Oc3cccc(C)c3)c3ccccc23)cc1,11
COc1cccc(CNS(=O)(=O)/C=C/c2ccc3c(c2)OCO3)c1,1
O=C(COC(=O)c1ccccc1Br)NCCc1ccc(F)cc1,1
Cc1ccc(C(=O)c2cc([N+](=O)[O-])ccc2N2CCOCC2)c(C)c1,3
Cc1c(NC(=O)C(C)Sc2n[nH]c(N)n2)c(=O)n(-c2ccccc2)n1C (configuration not stated),-2
Cc1ccc(-c2ccc(/C=N\NC(=O)c3cc4c(ccc5ccccc54)o3)o2)cc1[N+](=O)[O-],60
CCCN1CCC(=NNC(=O)CSc2cc(C)c(Br)cc2C)CC1,0
COc1ccc(N(C)C(=O)c2cc3c(Cl)nc4ccccc4c3s2)cc1,18
CCOC(=O)CCCNC(=O)COC(=O)c1ccc(O)cc1,0
O=C(CCn1cnc(-c2ccccc2)c1-c1ccccc1)N/N=C/c1ccccc1O,4
O=C(COC(=O)C1=Cc2ccccc2OC1)NC1CCCC1,2
O=C(CN(C1CCCCC1)C1CCCCC1)N1CCc2ccccc2C1,-4
CC(C)(C)C(=O)COC(=O)c1cc2ccccc2cc1O,-3
Cc1sc2ncnc(N/N=C/c3ccc(O)cc3)c2c1C,6
N#Cc1c(NC(=S)NC(=O)Cc2cccs2)sc2c1CCCCC2,-10
Cc1ccc(C)c(N(CC(=O)NC2CCCC2)C(=O)c2oc(C(C)(C)C)cc2C)c1,6
O=C(O)CC1S/C(=N/N=C/C=C/c2ccccc2)NC1=O (configuration not stated),4
CC(C)Nc1cc(N2CCCC2)ccc1[N+](=O)[O-],-1
CCCOc1ccc(C(=O)NC(=S)Nc2nc(C)c(C(=O)N(C)C)s2)cc1,-1
Cc1ccc(S(=O)(=O)c2c(C(=O)c3ccccc3)cnc3cc4c(cc23)OCCO4)cc1,4
O=C(CNc1cccc2ccccc12)N/N=C/c1ccc([N+](=O)[O-])cc1,15
Cc1ccc(/C(N)=N/OC(=O)CCC2CCCCC2)cc1,-2
Cc1ncsc1CCOC(=O)c1ccc([N+](=O)[O-])cc1,-2
COc1cccc(C(NC(=O)c2ccccc2F)NC(=O)c2ccccc2F)c1,0
N#C/C(=C\c1c[nH]c2ccccc12)c1nnc2n1CCCCC2,-4
Cc1ccc(-c2csc(NC(=O)c3ccc4c(=O)n5c(nc4c3)CCCCC5)n2)cc1,24
CCOC(=O)/C(C#N)=C/c1ccc(OCC(=O)Nc2ccc(OC)cc2)c(OC)c1,13
CNC(=O)c1nn(-c2ccccc2)ccc1=O,3
O=C1c2cccc3cccc(c23)C(=O)N1CCN1CCN(CC(O)COc2ccc3ccccc3c2)CC1 (configuration not stated),4
COc1ccc(C(C(=O)NC2CCCCC2)N(Cc2cccs2)C(=O)Cc2c[nH]c3ccccc23)cc1OC (configuration not stated),-2
CCCn1c(SCC(=O)Nc2ccc(C)c(S(=O)(=O)N3CCOCC3)c2)n[nH]c1=O,-1
Cn1ccnc1SCC(=O)c1cccc(Br)c1,0
O=C1CN(C(=O)CSc2nc3cc(Cl)ccc3c(=O)n2Cc2ccccc2)c2ccccc2N1,57
COC(=O)c1[nH]c2ccc(Cl)cc2c1NC(=O)Oc1ccccc1,-3
O=C(CN1CCN(c2ccccc2O)CC1)NC(c1ccccc1)c1ccccc1,-2
Cc1ccc(Nc2c([N+](=O)[O-])c(=O)n(C)c3ccccc23)cc1C,-4
CCOC(=O)c1nn(C23CC4CC(CC(C4)C2)C3)c2c1C(=O)N(c1ccc(C)cc1)C2=O,0
CCCCN1C(=O)/C(=C(/C#N)C(N)=O)c2ccccc21,-2
CC(=O)Nc1ccc(NC(=O)/C(Cl)=C/c2ccccc2)cc1,-2
C/C(=N\NS(=O)(=O)c1ccc(Cl)c([N+](=O)[O-])c1)c1cc2ccccc2o1,-10
O=C(Nc1ccc(F)cc1)c1ccc(-n2ccnc2)nc1,4

Next part
canonical_smiles | Mac1 fbg enh
S=C(Nc1cccc(Cl)c1Cl)Nn1cnnc1 | -2
COc1ccc(CCN(C)c2ccc(S(=O)(=O)N3CCCC3)cc2[N+](=O)[O-])cc1OC | -1
COc1ccc(C(=O)O/N=C(\N)c2ccncc2)cc1OC | -3
Cc1cc(C)c(S(=O)(=O)c2ccccc2C)c(Oc2ccccc2)n1 | 6
COc1ccc(CCNC(=O)CN2CCN(c3ccccc3Cl)CC2)cc1 | -2
Cc1nn(CC(=O)Nc2ccc(S(=O)(=O)N(C)C)cc2)c(C)c1[N+](=O)[O-] | 1
O=C(CNC(=O)c1ccc(Cl)cc1Cl)OCC(=O)c1ccc2c(c1)OCCO2 | -5
C=CCOc1c(Cl)cc(CNc2ccc(C)c(Cl)c2)cc1OC | -4
CC(C)(C)OC(=O)NNC(=O)c1ccc(Cl)cc1 | 0
Cc1ccc(NC(=O)/C=C/c2ccc([N+](=O)[O-])s2)c(C)c1 | 0
CC[n+]1c(/C=C/N(C)c2ccccc2)oc2ccc(Cl)cc21 | -2
COc1cc(/C=N/NC(=S)Nc2cccc(S(=O)(=O)N(C)C)c2)cc(OC)c1O | 2
COc1ccc(S(=O)(=O)NCCc2c(C)nn(C)c2Oc2ccccc2)cc1 | 1
O=C(COC(=O)Cc1cccs1)Nc1ccccc1F | 0
O=C(NCc1ccccc1)C(=O)NCC1OCCN1C(=O)c1cccs1 (configuration not stated) | 0
CCOc1ccc(-c2cc(C(=O)NN3CCN(C)CC3)c3cc(Cl)ccc3n2)cc1 | 9
Cc1ccccc1OCCCC(=O)Nc1ccc(Br)cc1 | -2
COCCCNC(=O)c1ccc(N2CCCC2)c(NS(=O)(=O)c2ccc(C)cc2)c1 | -4
COc1ccc(NC(=O)C(NC(=O)OC(C)(C)C)C(C)OCc2ccccc2)cc1 (configuration not stated) | -1
O=C(NN1C(=O)C2C3C=CC(C4CC34)C2C1=O)c1ccc(Cl)c(Cl)c1 (configuration not stated) | 1
COC(=O)Cc1ccc(NC(=S)NN2CCOCC2)cc1 | 3
CC(C)c1ccccc1NC(=O)COC(=O)/C=C/c1cccc([N+](=O)[O-])c1 | 15
CCC1SC(CC)C(=O)N(CC(=O)Nc2ccc3c(c2)OCO3)C1=O (configuration not stated) | -1
Cc1ccc(Nc2nc(-c3c(C)n(C)n(-c4ccccc4)c3=O)c(C)s2)cc1 | -2
COc1ccc2nc(Sc3c([N+](=O)[O-])nc(C)n3Cc3ccccc3)[nH]c2c1 | -4
COc1ccc(C)cc1NC(=O)COC(=O)Cc1ccc(-c2ccccc2)cc1 | 2
Cc1ccccc1Nc1sc(C(=O)Nc2cccc(Cl)c2)c(N)c1C(N)=O | 7
CCCCOc1cccc(-c2cc(C(=O)NNC(=S)NCC)c3ccccc3n2)c1 | -4
CCOC(=O)C(=O)NNc1ccc(C)cc1 | -3
O=C(/C=C/c1ccccc1)c1ccc2c3c(cccc13)CC2 | 0
Cc1ccc(NC(=O)C(C)c2cccc(C(=O)c3ccccc3)c2)cc1 (configuration not stated) | -4
CSc1ccc(Cl)c(C(=O)OCC(=O)NCC(C)C)c1 | 0
O=C(CSc1nncn1-c1ccccc1)Nc1cc(Cl)cc(Cl)c1 | 25
O=C(Cc1n[nH]c(=O)[nH]c1=O)N/N=C/c1ccccc1O | 1
O=C(N/N=C/C1CC=CCC1)c1ccccc1O (configuration not stated) | -6
Cc1ccc(Cc2cnc(NC(=O)/C(C#N)=C/c3ccc(-c4ccc([N+](=O)[O-])cc4)o3)s2)cc1 | 106
Cc1ncc([N+](=O)[O-])n1CC(=O)NC1CCCC1 | 2
O=C(Nc1nccs1)c1sc2ccccc2c1Cl | -1
Cc1ccc(S(=O)(=O)N(C(=O)c2ccncc2)c2ccc(OC(=O)c3ccncc3)c3ccccc23)c(C)c1 | -1
O=C(/C=C/c1cccc(OCc2ccccc2)c1)c1cccnc1 | 1

A run of entries from the list above, as a working copy:
canonical_smiles | Mac1 fbg enh
COC(=O)Cc1ccc(NC(=S)NN2CCOCC2)cc1 | 3
CC(C)c1ccccc1NC(=O)COC(=O)/C=C/c1cccc([N+](=O)[O-])c1 | 15
CCC1SC(CC)C(=O)N(CC(=O)Nc2ccc3c(c2)OCO3)C1=O (configuration not stated) | -1

(next part)
canonical_smiles | Mac1 fbg enh
CCc1nnc(NS(=O)(=O)c2ccc(NC(=O)c3cc4ccccc4oc3=O)cc2)s1 | 15
CCCCc1ccc(-c2csc(/C(C#N)=C/c3ccc(C)o3)n2)cc1 | 27
COc1ccc(CCNC(=O)CSc2ccc(-c3ccccc3)nn2)cc1 | 3
CCOCCCNC(=S)NCCNc1nc2ccc(C)cc2cc1C#N | 8
CN(C)c1ccnc2sc3c(SCc4ccc(Cl)cc4)ncnc3c12 | 5
Cc1scc(C(=O)N/N=C/c2ccc(OC(C)C)cc2)c1C | -4
NC(=O)c1ccc(NC(=O)CSC2=Nc3ccccc3C3CC=NN23)cc1 (configuration not stated) | -2
O=C(Nc1nnc(SCc2ccc(F)cc2)s1)C1CC(=O)N(c2ccc3c(c2)OCCO3)C1 (configuration not stated) | 20
CCCn1cnc2sc(C(N)=O)c(C)c2c1=O | 4
O=S(=O)(N/N=C1/CC(c2ccccc2)Oc2ccccc21)c1ccc(Br)cc1 (configuration not stated) | -5
Cc1cc(C)c(N=Cc2c(O)n(-c3nccs3)c(=O)c3ccccc23)c(C)c1 | 14
O=S(=O)(Cc1cc(Cl)nc(-c2ccccc2)n1)c1ccccc1 | -2
CCOC(=O)n1c(=O)n(Cc2ccc(Cl)cc2Cl)c2ccccc21 | 0
Cc1ccc(NC(=O)C2CC(=O)N/C(=N/N=C/c3ccco3)S2)cc1 (configuration not stated) | 4
Cc1ccc(Nc2nnc(-c3ccncc3)s2)c(Br)c1 | 0
CC1=CC(C)(C)n2c(O)c(C3=NC(=S)NC3=O)c3cc(OC(=O)c4cccc5ccccc45)cc1c32 | 13
CCn1c(O)c(N=NC(=O)C2C(=O)NCC2c2ccccc2)c2ccccc21 (configuration not stated) | 8
Cc1cc(C(=O)NC2CCCCC2)c(C)n1-c1ccc(F)cc1 | 0
CCCOc1ccc(C2NC(=S)NC(c3ccccc3)=C2C(=O)Nc2ccc(C)cc2)cc1OC (configuration not stated) | -1
CCCCn1nc(C(=O)Oc2ccc3c(C)cc(=O)oc3c2)c2ccccc2c1=O | 4

The last 5 entries of the part above open the next one:
canonical_smiles | Mac1 fbg enh
CC1=CC(C)(C)n2c(O)c(C3=NC(=S)NC3=O)c3cc(OC(=O)c4cccc5ccccc45)cc1c32 | 13
CCn1c(O)c(N=NC(=O)C2C(=O)NCC2c2ccccc2)c2ccccc21 (configuration not stated) | 8
Cc1cc(C(=O)NC2CCCCC2)c(C)n1-c1ccc(F)cc1 | 0
CCCOc1ccc(C2NC(=S)NC(c3ccccc3)=C2C(=O)Nc2ccc(C)cc2)cc1OC (configuration not stated) | -1
CCCCn1nc(C(=O)Oc2ccc3c(C)cc(=O)oc3c2)c2ccccc2c1=O | 4
CCOC(=O)CCC(NC(=O)CCCC(=O)NC(CCC(=O)OCC)C(=O)OCC)C(=O)OCC (configuration not stated) | 2
CCOC(=O)c1c(NC(=S)Nc2ccccc2)sc2c1CCN(C)C2 | -2
O=C(COc1ccccc1)N(Cc1ccccc1)c1nc(-c2ccccc2)cs1 | -5
Cc1ccc(OCC(=O)N(C)Cc2ccccc2)c([N+](=O)[O-])n1 | 5
COc1ccc(/C=N/NC(=O)c2ccoc2C)cc1COc1ccc(Cl)cc1 | 4
CNc1ccc(NC(C)=O)cc1[N+](=O)[O-] | 3
CC(=O)NC(CC(=O)c1ccc([N+](=O)[O-])cc1)C(Cl)(Cl)Cl (configuration not stated) | 2
O=[N+]([O-])c1ccccc1N/N=C/c1cc2ccccc2nc1Cl | 9
Cc1ccc(-c2nnc(NCc3nc4ccccc4[nH]3)c3ccccc23)cc1S(=O)(=O)N1CCOCC1 | 44
COc1ccc(N2C(=O)/C(=C\c3ccco3)N=C2SCC(=O)NC(C)(C)C)cc1Cl | 13
Cc1ccc(/C=C(\C#N)c2nc3ccccc3[nH]2)s1 | 2
O=C(NC(=S)Nc1ccccc1)c1csnn1 | 2
O=C(OCc1ccc(Cl)cc1)c1ccccc1C(=O)c1ccccc1 | 1
Cc1ccc(-c2cc(C(=O)NCc3ccco3)c3ccccc3n2)s1 | 8
CCOc1ccc(NC(=O)c2sc(N3CCOCC3)nc2-c2ccccc2)cc1 | 12
CCOc1cc(CNCCc2ccc(S(N)(=O)=O)cc2)ccc1OCC(=O)NC1CCCCC1 | 3
Cc1ccc(/C=C/C(=O)Nc2ncc(C)s2)o1 | 14
COCCNC(=O)c1ccccc1NC(=O)c1ccccc1N(C)S(=O)(=O)c1ccccc1 | -6
COC(=O)C1=C(C)NC2=C(C(=O)CCC2)C1c1cn(Cc2ccc(Cl)cc2Cl)nc1-c1ccccc1 (configuration not stated) | 0

Looked up by compound from the entries so far:
canonical_smiles | Mac1 fbg enh
Cc1ccc(-c2nnc(NCc3nc4ccccc4[nH]3)c3ccccc23)cc1S(=O)(=O)N1CCOCC1 | 44
CCOC(=O)c1c(NC(=S)Nc2ccccc2)sc2c1CCN(C)C2 | -2

An excerpt; the hit share may differ from the screen's.
